Screening results from PubChem BioAssay.
TRPC6 inhibitor – inhibitors of mouse TRPC6 channel; Q61143; HEK293-TRPC6, membrane potential dye, ACh-evoked depolarization; stronger effect = lower value; B-score at 10 µM; 310,000 tested, 1.1% active; AID 2553;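 active = B-score under library mean minus 3 SD, initial fluorescence not abnormally high, positive integrated signal ratio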;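 note: B-score derived from integrated fluorescence ratio over the kinetic read; more negative B-score means stronger inhibition of depolarization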
MrgX1 agonist – human MrgX1 receptor agonism, primary screen. Q96LB2. B-score at 10 µM. AID 588627. 310,000 tested, 0.44% active. MrgX1-HEK293 cells, Fluo-4 calcium fluorescence, agonist mode; stronger effect = higher value;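 active = calcium response B-score plate-corrected fluorescence ratio at least 3 library SD, with starting fluorescence B-score inside 5 SD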
Target sequence (Q96LB2 whole entry, looked up): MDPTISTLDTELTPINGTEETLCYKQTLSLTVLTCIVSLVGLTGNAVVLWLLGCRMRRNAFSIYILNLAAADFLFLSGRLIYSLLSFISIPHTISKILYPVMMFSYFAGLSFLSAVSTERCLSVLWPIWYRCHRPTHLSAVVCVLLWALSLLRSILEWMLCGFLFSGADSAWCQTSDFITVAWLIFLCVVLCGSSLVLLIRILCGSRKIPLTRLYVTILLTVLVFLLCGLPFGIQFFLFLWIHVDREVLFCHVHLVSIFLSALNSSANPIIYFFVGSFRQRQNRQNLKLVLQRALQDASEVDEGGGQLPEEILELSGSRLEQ
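Material: HEK293 cells stably expressing human MrgX1 receptor | Quantity: 15,000 cells per well | Times: Cells plated overnight, dye loaded 0.5 h 37 °C, 0.5 h room temperature | Measured by: Kinetic Fluo-4 NW fluorescence of intracellular calcium | Control set: Positive and negative controls per plate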
RGS4 act – RGS4 potentiation or activation. HEK293 M3R/inducible RGS4, carbachol calcium flux Fluo4; stronger effect = lower value. B-score at 10 µM. 310,000 tested, 0.92% active;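 active = B-score of the integrated calcium signal more than 4 SD below the library mean, with starting fluorescence not abnormally high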;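 note: negative B-score means reduced calcium response which marks RGS4 activation or potentiation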
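Also added: carbachol at ECmax as muscarinic agonist stimulus; Assay system: HEK293 cells with stable M3R and inducible RGS4; Timing: overnight RGS4 induction, 30 min dye load 37 °C, 20 min compound RT; Measured by: Fluo4-AM (2 µM) calcium-flux fluorescence, kinetic read.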
MrgX1 antag – human MrgX1 receptor antagonism, primary screen | Q96LB2 | MRGX1-HEK293 calcium flux, Fluo-4, BAM8-22 antagonism; stronger effect = lower value | B-score at 10 µM | 310,000 tested, 1.3% active | AID 588676;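 active = calcium-response B-score plate-corrected more than 3 library SD below zero, starting fluorescence within 5 deviations, no agonist response on first addition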;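 note: peak minus trough fluorescence over baseline after final BAM8-22 challenge near maximal dose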
TRPC4 inh – blocks the mouse TRPC4 cation channel. HEK293 TRPC4beta/mu-opioid, DAMGO-evoked Fluo4 calcium flux; stronger effect = lower value. 300,000 tested, 0.39% active. Q9QUQ5. B-score at 10 µM;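 active = B-score over 3 SD under the library average, no early fluorescence shift, positive overall ratio signal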
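test system = HEK293 cells with stable TRPC4beta plus mu-opioid receptor expression | detection = Fluo4 Ca2+ flux fluorescence | read-out = integrated fluorescence ratio relative to baseline, converted to per-well B score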
TRPC6 act – mouse TRPC6 channel activation; Q61143; HEK293-TRPC6 membrane potential dye fluorescence; stronger effect = higher value; B-score at 10 µM; 310,000 tested, 0.13% active;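 active = B-score of the integrated fluorescence ratio above library mean plus 3 SD, and starting fluorescence ratio within library mean plus 5 SD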;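 note: higher score means more depolarization so channel activation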
SKKanGAS inh – blocks kanamycin growth of S. pyogenes SKKanGAS strain; BacTiter-Glo, 6 h; inhibition, % at 7.5 µM; 300,000 tested, 1.3% active;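 active = mean replicate score, as percent of positive control median, at least 50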;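 note: strain carries kanamycin resistance gene driven by streptokinase promoter and grows in 40 µg/ml kanamycin; loss of luminescence reflects streptokinase promoter inhibition or plain growth inhibition; 0% = median of DMSO wells and 100% = positive control at its reference dose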
RGS4 block – inhibitors of human RGS4 | HEK293 M3R/RGS4 inducible, Fluo-4 calcium flux; stronger effect = higher value; triggered by carbachol at its EC20 | B-score at 10 µM | 310,000 tested, 0.45% active | P49798 | AID 463165;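 active = B-score, a plate-corrected calcium signal, over three deviations above library mean, with baseline fluorescence within five deviations of library mean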;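 note: RGS4 expression induced by doxycycline in cells with stable M3 receptor; B-score is computed from the integrated fluorescence ratio over baseline after carbachol; higher B-score means a larger calcium signal and so more RGS4 inhibition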
Target sequence (P49798 whole entry, looked up): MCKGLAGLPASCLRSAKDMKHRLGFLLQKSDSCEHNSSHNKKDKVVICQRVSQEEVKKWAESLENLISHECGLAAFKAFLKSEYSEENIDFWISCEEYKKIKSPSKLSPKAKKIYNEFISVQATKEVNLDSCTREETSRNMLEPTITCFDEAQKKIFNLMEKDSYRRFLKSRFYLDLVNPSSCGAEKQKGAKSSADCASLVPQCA
MrgX1 allo act – human MrgX1 positive allosteric modulation, primary screen; Q96LB2; MrgX1-HEK293, Fluo-4 calcium flux, FDSS; stronger effect = higher value; B-score at 10 µM; 310,000 tested, 0.63% active;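 active = plate-corrected calcium response at least 3 library SD above typical, normal starting fluorescence, not activating the receptor alone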;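 note: compound read alongside a low EC10 to EC30 dose of BAM8-22 agonist; peak minus trough fluorescence over baseline measured at the second addition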
Platelet DG rel – modulates dense granule release in human platelets; 300,000 tested, 0.22% active; inhibition, %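 (compounds screened at 7.5 µM in platelet-rich plasma)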; human platelet-rich plasma, SFLLRN dense granule ATP release, luminescence;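 active = mean replicate score, as percent of positive control, at or above 50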
HIF activator – HIF pathway transcriptional activation; U2OS HRE-luciferase reporter, luminescence; normalized: DMSO 0%, desferrioxamine 100%; activation, % at 7.5 µM (by protocol); 300,000 tested, 0.32% active;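 active = mean activation of at least 10% of the iron chelator positive control signal, with at least half of replicates also reaching 10%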
* hit, by the source's call; i = inactive; / = no result given.

SMILES | TRPC6 inhibitor | MrgX1 agonist | RGS4 act | MrgX1 antag | TRPC4 inh | TRPC6 act | SKKanGAS inh | RGS4 block | MrgX1 allo act | Platelet DG rel | HIF activator
CC(C)OC(=O)Nc1ccc2c(c1)N(C(=O)N1CCN(C)CC1)c1ccccc1CC2 | i | i | i | i | i | i | 35 | i | i | 16 | 0.8
CCS(=O)(=O)c1ccc(O)c(NC(=O)c2cc(OC)c(OC)c(OC)c2)c1 | i | i | i | i | i | i | -11 | i | i | -4 | 0.2
COc1ccc(S(=O)(=O)N(CCC#N)Cc2ccco2)cc1OC | i | i | i | i | i | i | -7 | i | i | 7 | -0.2
CN(C)/C=C(\C#N)C(=O)N/N=C/c1ccccc1 | i | i | i | i | i | i | -13 | i | i | -5 | 0.6
CCc1cc(-c2n[nH]c(C)c2-c2nc(C)cs2)c(O)cc1OC | i | i | i | i | i | i | -16 | 5.3* | i | -6 | 0.1
COc1cccc(NC(=O)COc2cc(C)cc3oc(=O)cc(C)c23)c1 | i | i | i | i | i | i | -3 | i | i | -2 | 0.0
CCCCCCn1c(NCC)nc2c1c(=O)[nH]c(=O)n2C | i | i | i | i | i | i | -3 | i | i | -31 | -0.2
CCOC(=O)c1nnn(-c2nonc2N)c1CN1CCCCCC1 | i | i | i | i | i | i | 10 | i | i | -1 | -0.2
Cc1c(C(=O)N2CCCCC2C)sc2ncnc(N3CCc4ccccc4C3)c12 (stereo not drawn) | i | i | i | i | i | i | 6 | i | i | 2 | -0.2
CCc1c(C)sc(NC(=O)c2cc(C)no2)c1C#N | i | i | i | i | i | i | -2 | i | i | 2 | 0.2
COc1ccc(C2CC(c3ccco3)n3ncnc3N2)cc1 (stereo not drawn) | i | i | i | i | i | i | -2 | i | i | 5 | 0.1
Cc1cc(C)cc(C(=O)NC(=S)Nc2ccc(-c3cc4ccccc4oc3=O)cc2)c1 | i | i | i | i | i | i | 25 | i | i | -1 | 0.0
O=c1[nH]c2ccccc2n1C1=CCCC1 | i | i | i | i | i | i | 2 | i | i | 0 | -0.5
NS(=O)(=O)c1ccc(CCNCc2ccccc2OCc2ccc(Cl)cc2)cc1 | -6.8* | i | i | -7.2* | -5* | i | -3 | i | i | -5 | -1.8
COc1ccc(NC(=O)COC(=O)COc2cccc(Br)c2)cc1OC | i | i | i | i | i | i | -5 | i | i | 2 | -1.0
N#Cc1cc2c(nc1SCC(=O)Nc1sc3c(c1C#N)CCC3)CCCCC2 | i | i | i | i | i | i | 8 | i | i | 1 | 0.8
Cc1cc(C)n2nc(SCCC(=O)NCCc3ccccc3)nc2n1 | i | i | i | i | i | i | 1 | i | i | 16 | -0.1
C/C(=N/O)c1c(O)c(C)c(-c2ccccc2)n(-c2ccccc2)c1=O | i | i | i | i | i | i | -3 | i | i | 7 | -0.3
CCOc1cccc2sc(NC(=O)CC)nc12 | i | i | i | i | i | i | -14 | i | i | 2 | -0.1
Cc1ccc(C(C(=O)NCC2CCCO2)N(C(=O)c2snc(C(N)=O)c2N)c2ccc(C(C)C)cc2)o1 (stereo not drawn) | i | i | i | i | i | i | 4 | i | i | -19 | 1.2
COc1cc(C(C)=O)ccc1OCC(O)CN1CCN(c2ccc(C)cc2C)CC1 (stereo not drawn) | i | i | i | i | i | i | 1 | i | i | 0 | 0.2
COc1cccc(N2CCN(CC(=O)NC3=Nc4ccccc4N=C(C)C3c3ccccc3)CC2)c1 (stereo not drawn) | i | i | i | i | i | i | 14 | i | i | 12 | -0.5
Nc1nn(-c2ccccc2Cl)cc1-c1nn[nH]n1 | i | i | i | i | i | i | 8 | i | i | -6 | 0.3
CCc1ccc(OCC(O)CN2CCN(c3ccc(OC)cc3)CC2)cc1 (stereo not drawn) | i | i | i | i | i | i | 5 | i | i | -6 | 0.6
COc1ccc(NC(=S)NNC(=O)c2cccs2)cc1 | i | i | i | i | i | i | -4 | i | i | -12 | 0.5
COc1cccc(CNc2ncnc3cc(OC)c(OC)cc23)c1 | i | i | i | i | i | i | 1 | i | i | 14 | 0.6
CCN1CCCC1CN(Cc1cc2ccc(C)cc2[nH]c1=O)C(=S)Nc1ccc(F)cc1 (stereo not drawn) | i | i | i | i | i | i | -11 | i | i | 5 | -5.9
CCOc1ccc(S(=O)(=O)Nc2ccc(C(=O)N(C)CC(=O)Nc3ccc(OC)cc3)cc2)cc1 | i | i | i | i | i | i | -6 | i | i | 4 | 1.0
O=C(O)c1ccc(N/N=C/c2ccc(-c3cccc(Cl)c3)o2)cc1 | i | i | i | i | -6* | i | 70* | i | i | -3 | 1.7
CCCCCN1CC(O)=C(c2nc(-c3ccc(Cl)cc3)cs2)C1=N | i | i | i | i | i | i | -1 | i | i | 2 | -1.3
CC1(C)CC2(CCO1)OC(=O)CC2C(=O)Nc1cccc2ccccc12 (stereo not drawn) | i | i | i | i | i | i | 2 | i | i | 0 | -0.2
Oc1cccc(-c2nc3ccc4ccccc4c3c3c2CCC3)c1 | i | i | i | i | i | i | 63* | i | i | 3 | 3.0
COc1ccc(C2(CNC(=O)c3ccc(OCC(C)C)cc3)CCOCC2)cc1 | i | i | i | i | i | i | -1 | i | i | -1 | -0.4
CCN1CCN(Cc2cc(=O)oc3cc(C)cc(C)c23)CC1 | i | i | i | i | i | i | -2 | i | i | 2 | -0.7
O=C(C1=C[C@H](c2csc3ccccc23)C[C@H](OCc2ccc(CO)cc2)O1)N1CCOCC1 | i | i | i | i | i | i | 6 | i | i | 6 | 0.4
COc1cc(CN2CCN(C(=O)CC(C)C)CC2)cc(OC)c1OC | i | i | i | i | i | i | 1 | i | i | 7 | 0.3
Cc1cccc(NC(=O)CSc2nc3[nH]ncc3c(=O)[nH]2)c1C | i | i | i | i | i | i | 1 | i | i | 25 | -1.0
CCCCOc1ccc(OC(=O)c2cccnc2)cc1 | i | i | i | i | i | i | -8 | i | i | -6 | 0.8
CC(/C=N/NC(=O)CSc1n[nH]c(=O)[nH]c1=O)=C\c1ccccc1 | i | i | i | i | i | i | -5 | i | i | -2 | 0.3
O=C(N/N=C\c1cccc([N+](=O)[O-])c1O)C1COc2ccccc2O1 (stereo not drawn) | i | i | i | i | i | i | 6 | i | i | 7 | 1.9
O=C(NNc1cc(Cl)cc(Cl)c1)C1CCC1 | i | i | i | i | i | i | 24 | i | i | 1 | 0.1
COc1cc(-c2nnc3sc(-c4ccncc4)nn23)cc(OC)c1OC | i | i | i | i | i | i | 1 | i | i | -2 | 0.3
CC(NC(=O)CCC(=O)c1cccs1)c1ccccc1 (stereo not drawn) | i | i | i | i | i | i | 1 | i | i | 4 | -0.4
CC(Nc1ccc(Cl)c(Cl)c1)C(=O)NN (stereo not drawn) | i | i | i | i | i | i | -1 | i | i | 0 | -0.5
O=C(NCc1cccnc1)C(=O)Nc1nc2ccccc2s1 | i | i | i | i | i | i | 3 | i | i | 1 | 1.1
CCCCc1c(C)c(C#N)c2nc3ccccc3n2c1NCCN(C)C | i | / | i | / | i | i | -7 | i | / | 1 | -0.6
COc1ccc(N(CC(=O)N2CCCCCC2)S(=O)(=O)c2c(C)[nH]c(=O)[nH]c2=O)cc1 | i | i | i | i | i | i | -2 | i | i | -18 | 0.0
COc1cc2nc(C3CCC3)n(NC(=O)C(OC(C)=O)c3ccccc3)c(=O)c2cc1OC (stereo not drawn) | i | i | i | i | i | i | -13 | i | i | -2 | 0.1

Part of the list above, showing only MrgX1 allo act, HIF activator and SKKanGAS inh.
| molecule | MrgX1 allo act | HIF activator | SKKanGAS inh |
| --- | --- | --- | --- |
| CCOC(=O)c1nnn(-c2nonc2N)c1CN1CCCCCC1 | i | -0.2 | 10 |
| CCCCCCn1c(NCC)nc2c1c(=O)[nH]c(=O)n2C | i | -0.2 | -3 |
| Cc1cc(C)n2nc(SCCC(=O)NCCc3ccccc3)nc2n1 | i | -0.1 | 1 |

(listing goes on)
SMILES | TRPC6 inhibitor | MrgX1 agonist | RGS4 act | MrgX1 antag | TRPC4 inh | TRPC6 act | SKKanGAS inh | RGS4 block | MrgX1 allo act | Platelet DG rel | HIF activator
Cc1nc2cc(NC(=O)CS(=O)(=O)c3ccccc3)ccc2s1 | i | i | i | i | i | i | 8 | i | i | -10 | 1.4
CC(C)(C)NC(=O)COc1ccc(CNc2ccc3[nH]c(=O)[nH]c3c2)cc1 | i | i | i | i | i | i | 2 | i | i | 10 | 0.0
O=C1c2cccc3c([N+](=O)[O-])ccc(c23)C(=O)N1c1nccs1 | i | i | i | i | i | i | 4 | i | i | 13 | -3.2
COc1ccccc1NC(=S)N(C(C)C)C(C)c1ccccn1 (stereo not drawn) | i | i | i | i | i | i | -10 | i | i | 13 | 0.4
C#CCSC1=C(C#N)C(c2cccs2)C(C(=O)OCC)=C(C)N1 (stereo not drawn) | i | i | i | i | i | i | 15 | i | i | 10 | 0.7
COc1cc(NC(=O)C2CCCN(c3ncccn3)C2)cc(OC)c1 (stereo not drawn) | i | i | i | i | i | i | 12 | i | i | -3 | -0.3
COc1cccc(/C=N/n2c(=S)n(C)c3cc(C)c(C)cc32)c1OC | i | i | i | i | i | i | 46 | i | i | 2 | 0.0
COCCCNC(=O)CSC1=Nc2ccccc2C2=NC(CC(=O)NCc3ccccc3)C(=O)N12 (stereo not drawn) | i | i | i | i | i | i | -5 | i | i | 0 | -0.2
CN(c1ccc(C(=O)Nc2cccc(O)c2)cc1)S(=O)(=O)c1ccccc1 | i | i | i | i | i | i | 22 | i | i | 13 | 1.3
COc1ccc(C(=O)Nc2nnc(SCC(=O)Nc3ccc(NC(C)=O)cc3)s2)c(OC)c1 | i | i | i | i | i | i | 4 | i | i | 6 | 2.5
Cc1ccc(NC(=O)c2ccncc2)cc1[N+](=O)[O-] | i | i | i | i | i | i | -2 | i | i | -6 | -0.1
COc1ccccc1CCNC(=O)C(=O)NCC1OCCCN1S(=O)(=O)c1cc(C)ccc1C (stereo not drawn) | i | i | i | i | i | i | 6 | i | i | -4 | -0.1
Cc1ccc(C)c(C(=O)CSc2n[nH]c(C(C)C)n2)c1 | i | i | i | i | i | i | -6 | i | i | 4 | 0.2
Cc1ccccc1C(=O)NCCNc1ccc([N+](=O)[O-])cc1 | i | i | i | i | i | i | -2 | i | i | 1 | -1.1
